Bioassay records as filed in PubChem BioAssay.
HT1080 IDH1KD tx = qHTS for induction of synthetic lethality in tumor cells producing 2HG: qHTS for the HT-1080-IDH1KD cell line | HT-1080 IDH1 knockdown viability, ATP luminescence, 48 h | Potency, µM (doses to about 46.1 µM), for inactives: at the highest dose activity, negative = toxicity, most hits filed as cytotoxic | actives 2% (n = 360,000) | AID 686971, 2013;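 note: 0% = DMSO wells and -100% = cell-free medium wells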
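% activity derives from luminescence (CellTiter-Glo), normalised to DMSO and no-cell wells. HT-1080-IDH1KD cells, 750/well, had 48 h compound exposure at 37 °C.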
KB-3-1 cytotox = qHTS assay for MDR1-selective chemotherapeutics: Primary screen using the parental adenocarcinoma cell KB-3-1 | KB-3-1 viability, CellTiter-Glo ATP luminescence, 72 h | Potency, µM (highest dose often 46.1 µM), for the others: top-dose activity change, negative = cytotoxic, most hits filed as cytotoxic | actives 1.4% (n = 400,000) | AID 1347075, 2019; note: % is set by controls: 0 for no effect and ±100 for the full control effect; nearly all actives have a fitted effect of over 60% in size
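Cytotoxicity in the drug-sensitive parental line KB-3-1 was scored as loss of CellTiter-Glo luminescence following 72 h incubation with compound. Values come from curve fitting of normalized concentration-response data.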
HEK293 tox = qHTS of GLP-1 Receptor Inverse Agonists: Cytotox Screen | AID 624418, 2012 | actives 0.13% (n = 410,000) | HEK293 cAMP-luciferase reporter cells, luminescence, 24 h | Potency, µM (doses to about 38.3 µM), without a hit: top-dose activity change, negative = inhibition, usual class: inhibitors;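 note: loss of luciferase light is scored as toxicity; % is set by controls: 0 for no effect and ±100 for the full control effect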
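Luminescence readout: signal drop marks cytotoxicity. Plated cells grew 12 h at 37 °C, 5% CO2, received 23 nL compound for 24 h, then got luciferase reagent, read after 12 min at RT.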
SW480 rerep = A quantitative high throughput screen for small molecules that induce DNA re-replication in SW480 colon adenocarcinoma cells; AID 624297, 2012; actives 1.8% (n = 340,000); Potency, µM (doses to about 46.1 µM), inactives show at the top dose re-replication activation, most hits filed as activators; SW480 DNA re-replication, Hoechst DNA content imaging, 48 h; note: % of control where 0% means no effect; nearly all actives have a fitted effect of over 55% in size
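Quantitative HTS format with DMSO vehicle controls; 48 hr drug incubation at 37 C, then 40 min Hoechst staining and scanning imager measurement at 405 nm excitation.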
GLP-1R inv ag = qHTS of GLP-1 Receptor Inverse Agonists (Inhibition Mode); Glucagon-like peptide 1 receptor (Homo sapiens), P43220; HEK293 GLP-1R CRE-luciferase, luminescence, 24 h; GLP-1R form is constitutively active; Potency, µM (highest dose often 38.3 µM), for the others: at the top dose activity change, negative = inhibition, actives largely listed as inhibitors; actives 1.6% (n = 410,000); AID 624417, 2012; note: % is set by controls: 0 for no effect and ±100 for the full control effect; nearly all actives have a fitted effect of over 55% in size
Target sequence (P43220 whole entry, looked up): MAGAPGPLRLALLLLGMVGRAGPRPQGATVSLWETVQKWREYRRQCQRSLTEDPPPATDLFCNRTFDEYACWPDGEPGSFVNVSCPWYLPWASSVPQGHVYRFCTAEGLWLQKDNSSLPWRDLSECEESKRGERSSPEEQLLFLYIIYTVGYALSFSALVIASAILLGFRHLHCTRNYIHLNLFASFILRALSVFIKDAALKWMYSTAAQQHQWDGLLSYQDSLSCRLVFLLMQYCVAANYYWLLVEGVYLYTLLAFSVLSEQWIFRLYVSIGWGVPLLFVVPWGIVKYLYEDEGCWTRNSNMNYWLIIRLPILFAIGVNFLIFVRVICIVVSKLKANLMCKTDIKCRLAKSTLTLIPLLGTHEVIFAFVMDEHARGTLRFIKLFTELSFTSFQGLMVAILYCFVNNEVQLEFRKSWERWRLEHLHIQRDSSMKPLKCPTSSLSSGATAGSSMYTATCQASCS
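Cells are plated, allowed 12 hours at 37 deg C, then treated with compounds for 24 hr before luciferase detection reagent is added and luminescence is read after 12 min at room temperature. The HEK293 line carries constitutively active GLP-1R with a cAMP-responsive reporter.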
GLP-1R agonist = qHTS of GLP-1 Receptor Agonists. Glucagon-like peptide 1 receptor (Homo sapiens), P43220. HEK293 GLP-1R CRE-luciferase, luminescence, 4-6 h; cells express a hypersensitive GLP-1R form. Potency, µM (top dose mostly 45.6 µM), for the others: at the top dose activation, most hits filed as activators. actives 0.007% (n = 380,000); note: % of control where 0% means no effect
KB-V1 MDR tox = qHTS assay for MDR1-selective chemotherapeutics: Primary screen using the drug-selected MDR subline cells KB-V1 | KB-V1 MDR cells viability, CellTiter-Glo, 72 h | Potency, µM (doses to about 46.1 µM), for inactives: at the top dose activity change, negative = cytotoxicity, actives largely listed as cytotoxic | actives 3.4% (n = 400,000); note: % is set by controls: 0 for no effect and ±100 for the full control effect; nearly all actives have a fitted effect of over 60% in size
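Cytotoxicity toward P-gp-expressing KB-V1 cells was determined as loss of CellTiter-Glo luminescence after 72 h at 37 degrees C. Compounds were tested in quantitative HTS format across a concentration range, with curves fitted to normalized data.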
HT1080-NT tox = qHTS for induction of synthetic lethality in tumor cells producing 2HG: qHTS for the HT-1080-NT fibrosarcoma cell line; HT-1080-NT fibrosarcoma viability, CellTiter-Glo ATP luminescence, 48 h; Potency, µM (doses to about 46.1 µM), without a hit: at the highest dose activity, negative = less viability, most hits filed as cytotoxic; actives 1.6% (n = 360,000);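 note: NT is the 2HG producing partner of a matched IDH1 knockdown line; 0% = DMSO-treated cells and -100% = media-only wells without cells; nearly all actives have a fitted effect of over 55% in size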
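Read-out is CellTiter-Glo luminescence after 10 minutes at room temperature, following 48 hours' compound treatment of HT-1080-NT cells (750 cells/well, RPMI, 5% FBS, 37 degrees C).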
TDP-43 yeast inh = qHTS of TDP-43 Inhibitors | TDP-43 expressing yeast growth rescue, BacTiter-Glo, 24 h | Potency, µM (highest dose often 46.1 µM), for the others: top-dose growth rescue (activation), usual class: activators | actives 1.8% (n = 410,000) | AID 652104, 2013; note: % of control where 0% means no effect; nearly all actives have a fitted effect of over 50% in size
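Growth rescue of TDP-43-toxic yeast measured as ATP luminescence (BacTiter-Glo). Cells grown to mid-log in raffinose, induced in galactose at OD600=0.02, exposed to compound 24 hr at 30 deg C.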
* marks the source's active call; other numbers are inactive results; ? = inconclusive; nt = no result given; [ ] = another dose, or the depositor's remark. Calls come from the whole dose curve; as a rule, active = well fitted curve in the direction sought with a large enough effect; inconclusive = small, poorly fitted or top-dose-only effect, or another doubt; inactive = no such curve, though single readings can be large; an effect the other way counts as inactive or inconclusive. Potency is the fitted concentration of half-maximal effect.

Keys: A = HT1080 IDH1KD tx; B = KB-3-1 cytotox; C = HEK293 tox; D = SW480 rerep; E = GLP-1R inv ag; F = GLP-1R agonist; G = KB-V1 MDR tox; H = HT1080-NT tox; I = TDP-43 yeast inh
> C/C(=N\n1c(C)nc2ccccc2c1=O)c1ccc(N)cc1
  A: 0%	B: -1%	C: 2%	D: -3%	E: 2%	F: -4%	G: -12%	H: -1%	I: -5%

> CCC1Nc2ncnc(N3CCN(c4ccccc4)CC3)c2N(Cc2ccc(Cl)cc2)C1=O (configuration not stated)
  A: -8%	B: -26%	C: -28%	D: 5%	E: ?	F: 2%	G: -4%	H: -13%	I: 27%

> CC1(C)Oc2cc3oc(-c4cc(O)cc(O)c4)cc3cc2CC1O (configuration not stated)
  A: -22%	B: 0%	C: -9%	D: -16%	E: ?	F: -5%	G: 2%	H: -3%	I: 18%

> CCOC(=O)/C(=C/c1c2ccccc2cc2ccccc12)NC(=O)c1ccccc1
  A: -19%	B: ?	C: 17%	D: -3%[9.22 µM]	E: 4.5µM*	F: -2%	G: -2%	H: ?	I: 1%

> Cc1cccc(N2CCN(C(=O)COc3cccc4c3OC(C)(C)C4)CC2)c1C
  A: -23%	B: -9%	C: 3%	D: 2%	E: ?	F: 7%	G: 14%	H: -21%	I: ?

> Cc1cccc(C(=O)NC(=S)N2CCN(C(=S)NC(=O)c3cccc(C)c3)CC2)c1
  A: -8%	B: 3%	C: -10%	D: 1%	E: -29%	F: -9%	G: ?	H: -7%	I: ?

> CCc1cccc(C)c1NC(=O)Cn1c(=O)n(-c2ccc(C)cc2)c(=O)c2c1cnn2C
  A: nt	B: -1%	C: 1%	D: nt	E: 4%	F: nt	G: -3%	H: nt	I: 7%

> Fc1ccc(C2=Nn3c(nnc3-c3ccco3)SC2)cc1
  A: 6%	B: 0%	C: -3%	D: 25%	E: 75%[activator]	F: 11%	G: -32%	H: 4%	I: -11%

> CCCCC(c1nc2ccccc2[nH]1)n1c(-c2ccccc2)nc2ccccc21 (configuration not stated)
  A: -1%	B: 0%	C: -8%	D: nt	E: -11%	F: 2%	G: -10%	H: 15%	I: 0%

> CN(CCCOc1ccccc1Br)Cc1ccccc1
  A: -13%	B: -8%	C: -3%	D: -2%	E: ?	F: 9%	G: -27%	H: -9%	I: -7%

> Cc1cc(-c2ccc(Cl)cc2)n2nc(N)nc2n1
  A: -1%	B: -14%	C: -3%	D: -1%	E: 117%[activator]	F: 3%	G: -1%	H: 1%	I: -4%

> CC(OC(=O)c1cc2sccc2n1C)C(=O)NCc1cccs1 (configuration not stated)
  A: -5%	B: -12%	C: -16%	D: 23%	E: 0%	F: 10%	G: ?	H: -18%	I: -17%

> Cc1ccc(C2=Nc3ccccc3N(CC(=O)Nc3cccc(F)c3)C(=O)C2)cc1C
  A: nt	B: -15%	C: -6%	D: nt	E: ?	F: nt	G: -28%	H: nt	I: -2%

> O=C(NNC(=S)Nc1cccc(C(F)(F)F)c1)c1ccncc1
  A: -3%	B: 4%	C: -4%	D: nt	E: 0%	F: 1%	G: 3%	H: -1%	I: ?

> Cc1cccc(/C=C2\CCC(C3CCCC3)C2=O)c1 (configuration not stated)
  A: -11%	B: 7%	C: -6%[1.53 µM]	D: 0%	E: 20%	F: 3%	G: -1%	H: -3%	I: -2%

Continuation:
Keys: A = HT1080 IDH1KD tx; B = KB-3-1 cytotox; C = HEK293 tox; D = SW480 rerep; E = GLP-1R inv ag; F = GLP-1R agonist; G = KB-V1 MDR tox; H = HT1080-NT tox; I = TDP-43 yeast inh
> COCCNC(=O)c1cc2n(n1)CCCN(Cc1ccc(C)cc1)C2=O
  A: nt	B: 12%	C: 0%	D: nt	E: 13%	F: nt	G: 0%	H: nt	I: -8%

> C/C(=N\NC(=O)CNc1cccc2ccccc12)c1ccc(Br)s1
  A: -20%	B: -2%	C: 2%	D: ?	E: 14%	F: 7%	G: -2%	H: -27%	I: -1%

> Cc1ccc(-n2c(-c3c(-c4ccccc4)noc3C)n[nH]c2=S)cc1
  A: ?	B: 14%	C: -7%	D: 1%	E: -19%	F: 0%	G: ?	H: ?	I: 9%

> Nc1[nH]nc2nc(N3CCOCC3)nc(-c3ccccc3)c12
  A: -4%	B: 0%	C: -11%	D: -2%	E: 26%	F: 4%	G: -14%	H: -9%	I: 3%

> O=C(CN1CCCCC1)NC(=O)NCc1ccccc1
  A: 3%	B: 9%	C: -8%	D: 2%	E: 0%	F: 1%	G: -15%	H: 6%	I: 1%

> COC(=O)[C@]1(C)CCC[C@@]2(C)C3CC[C@@]4(C)C[C@]3(CCC21)CC4=NO (some centres not stated)
  A: -6%	B: -2%	C: 3%	D: -8%	E: 0%	F: 13%	G: 2%	H: -3%	I: ?

> COCCNC(=O)CCSCc1ccccc1F
  A: 1%	B: 18%	C: 7%	D: ?	E: 17%	F: -6%	G: 13%	H: 3%	I: 5%

> CCOc1ccc(OCC)c(C2C(C#N)=C(N)N(c3cccnc3)C3=C2C(=O)CC(C)(C)C3)c1 (configuration not stated)
  A: -6%	B: 4%	C: 1%	D: 0%	E: 15%	F: -5%	G: 1%	H: -11%	I: -8%

> CCOc1ccc(C(=O)NCC(=O)OC2CCOC2=O)cc1OCC (configuration not stated)
  A: 3%	B: -2%	C: 21%	D: -3%	E: 8%	F: 3%	G: 12%	H: -1%	I: -3%

> CCOc1cccc2cc(C(=O)NCc3ccc(C)cc3)c(=N)oc12
  A: -1%	B: -20%	C: -3%	D: 3%	E: 8%	F: 2%	G: -16%	H: 1%	I: -19%

> CCC(C)Sc1cccc(-c2nc3cnccn3c2NC2CCCCC2)c1 (configuration not stated)
  A: ?	B: ?	C: 113%[activator]	D: ?	E: 10µM*	F: -2%	G: ?	H: ?	I: -57%[inhibitor]

> CSCCC1NC(=O)N(CC(=O)Nc2cccc(S(=O)(=O)N3CCCCCC3)c2)C1=O (configuration not stated)
  A: ?	B: -17%	C: -8%	D: 8%	E: ?	F: 16%	G: 0%	H: -17%	I: -9%

> O=C(CSc1nc2ccsc2c(=O)n1Cc1ccccc1Cl)NCc1ccc(F)cc1
  A: nt	B: -6%	C: -15%	D: nt	E: 1%	F: 1%	G: 0%	H: nt	I: 20%

> CCOc1cc(/C=N\Nc2ccc([N+](=O)[O-])cc2)ccc1OCC(=O)Nc1ccc(C)c(C)c1
  A: 3%	B: -7%	C: 1%	D: ?	E: -27%	F: -9%	G: 3%	H: -1%	I: 2%

> Cc1cccc(C(=O)N2CCC(n3nnc4cc(F)ccc43)CC2)c1
  A: 5%	B: 12%	C: 1%	D: -5%	E: -4%	F: -4%	G: -5%	H: 9%	I: 22µM*

(listing goes on)
Keys: A = HT1080 IDH1KD tx; B = KB-3-1 cytotox; C = HEK293 tox; D = SW480 rerep; E = GLP-1R inv ag; F = GLP-1R agonist; G = KB-V1 MDR tox; H = HT1080-NT tox; I = TDP-43 yeast inh
> CC(C)(C)C(=O)NNC(=O)c1ccc(Oc2cc(Cl)cc(Cl)c2)o1
  A: -16%	B: 0%	C: 15%	D: -1%[9.22 µM]	E: -20%	F: -1%	G: 4%	H: 4%	I: 11%

> O=C(c1nc(-c2ccc(Cl)cc2)n2c1CCCCC2)N1CCN(c2ccccc2F)CC1
  A: nt	B: ?	C: -13%	D: nt	E: ?	F: nt	G: -2%	H: nt	I: ?

> C#CCN(C[C@@H]1[C@@H](OC(=O)NC2CCCC2)[C@@H](OC(=O)NC2CCCC2)CN(C(=O)OC(C)C)N1C(=O)OC(C)C)S(=O)(=O)c1ccc(C)cc1
  A: -20%	B: -21%	C: 3%	D: nt	E: ?	F: -3%	G: 8%	H: -8%	I: 11%

> O=C(NC1CCCCCC1)c1ccc(-n2cnnc2)cc1
  A: 7%	B: 23%	C: 4%	D: 0%	E: 25%	F: 7%	G: 25%	H: 18%	I: 12%

> COc1ccc(/C=C/C(=O)NC(=S)Nc2ccc(N3CCN(C(C)=O)CC3)cc2)cc1
  A: 13%	B: 6%	C: -9%	D: -1%	E: 10%	F: -2%	G: -19%	H: 6%	I: 4%

> Cc1ccc(S(=O)(=O)N2CCN(CCOc3cccc(C)c3)CC2)cc1
  A: -4%	B: -30%	C: 3%	D: 9%	E: ?	F: 15%	G: -50%	H: 3%	I: 4%

> CC1CCCC(NC(=O)COC(=O)c2c[nH]c(=O)[nH]c2=O)C1C (configuration not stated)
  A: -9%	B: -18%	C: 1%	D: 8%	E: 0%	F: -19%	G: -9%	H: 3%	I: -15%

> COc1ccc(NC(=O)Nc2c(C)n(-c3ccccc3)c(=O)n2C)cc1OC
  A: 14%	B: 16%	C: -12%	D: -4%	E: 2%	F: -5%	G: 20%	H: 14%	I: 5%

> CCCS(=O)(=O)c1nc(S(=O)(=O)c2ccc(C)cc2)c(N2CCC(C(N)=O)CC2)s1
  A: 1%	B: -12%	C: -11%	D: ?	E: -12%	F: 9%	G: 10%	H: 18%	I: 0%

> CCCC1=C(C(=O)OCC)C(c2ccc(OC)c(C)c2OC)C(C#N)=C(N)O1 (configuration not stated)
  A: 15%	B: 10%	C: 3%	D: 5%	E: 1%	F: 2%	G: -1%	H: 17%	I: -9%

> COc1ccc(C)cc1NC(=O)C1CCN(S(C)(=O)=O)CC1
  A: 1%	B: -2%	C: 3%	D: ?	E: 19%	F: 0%	G: -1%	H: 1%	I: 24%

Printed as active in GLP-1R inv ag, among the entries above:
structure | SW480 rerep | GLP-1R inv ag | GLP-1R agonist
CCOC(=O)/C(=C/c1c2ccccc2cc2ccccc12)NC(=O)c1ccccc1 | -3%[9.22 µM] | 4.5µM* | -2%
CCC(C)Sc1cccc(-c2nc3cnccn3c2NC2CCCCC2)c1 (configuration not stated) | ? | 10µM* | -2%
